High-throughput results as filed in PubChem BioAssay.
AmpC det inh = AmpC beta-lactamase inhibition, detergent assay; P00811; purified AmpC, nitrocefin hydrolysis with detergent; Potency, µM (series often up to 28.7 µM), for inactives: at the highest dose activity change, negative = inhibition; 71,000 tested, 0.09% active; active means well fitted curve in the direction sought with a large enough effect
Target sequence (P00811 whole entry, looked up): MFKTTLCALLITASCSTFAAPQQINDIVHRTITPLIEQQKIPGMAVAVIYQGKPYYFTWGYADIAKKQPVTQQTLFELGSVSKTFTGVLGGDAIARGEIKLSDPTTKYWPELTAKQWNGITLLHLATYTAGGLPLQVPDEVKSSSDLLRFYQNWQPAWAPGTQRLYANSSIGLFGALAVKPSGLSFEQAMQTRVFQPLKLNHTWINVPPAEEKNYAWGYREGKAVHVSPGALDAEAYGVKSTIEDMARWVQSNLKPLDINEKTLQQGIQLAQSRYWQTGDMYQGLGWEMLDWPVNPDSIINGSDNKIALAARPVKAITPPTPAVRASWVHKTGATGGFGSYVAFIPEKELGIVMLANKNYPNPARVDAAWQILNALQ
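E. coli AmpC (5.3 nM) in 20 mM phosphate pH 7.0 with 0.01% Triton X-100, preincubated 15 min RT with compound; nitrocefin (2 uL of 800 uM stock) hydrolysis followed by 480 nm absorbance every 20 s over 4 min.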
* = called active by the depositor; & = joins results of further samples; [ ] = dose if it differs, or a comment. On the % scale 0 is the no-effect control and ±100 the full control effect; potency means the concentration at half of the fitted maximal effect.

Start of the data: the first 3 records, to show the layout:
SMILES	AmpC det inh
COc1ccc(N2CCN(C(c3ccccc3OC)c3nnnn3Cc3ccco3)CC2)cc1 (centres undefined)	-0.7%
Cc1ccsc1-c1nc(CSCC(=O)NCCN2CCCC2)c(C)o1	-5.8%
CCn1cc(C(=O)O)c(=O)c2ccc(C)nc21	8.2%

The listing (from the top)
SMILES	AmpC det inh
COc1ccc(N2CCN(C(c3ccccc3OC)c3nnnn3Cc3ccco3)CC2)cc1 (centres undefined)	-0.7%
Cc1ccsc1-c1nc(CSCC(=O)NCCN2CCCC2)c(C)o1	-5.8%
CCn1cc(C(=O)O)c(=O)c2ccc(C)nc21	8.2%
CCOC(=O)C1C(=O)C=C(c2cccc(NS(C)(=O)=O)c2)CC1c1ccco1 (centres undefined)	-6.8%
OC[C@H]1O[C@@H]2O[C@H]3[C@H](O)[C@@H](O)[C@@H](O[C@H]4[C@H](O)[C@@H](O)[C@@H](O[C@H]5[C@H](O)[C@@H](O)[C@@H](O[C@H]6[C@H](O)[C@@H](O)[C@@H](O[C@H]7[C@H](O)[C@@H](O)[C@@H](O[C@H]1[C@H](O)[C@H]2O)O[C@@H]7CO)O[C@@H]6CO)O[C@@H]5CO)O[C@@H]4CO)O[C@@H]3CO	7.7%
CC(=O)Oc1ccc(C(c2ccc(OC(C)=O)cc2)c2ccccn2)cc1	11.7%
C=CCn1c(COc2ccc(CC)cc2)nnc1SCC(=O)N(C)C1CCS(=O)(=O)C1 (centres undefined)	6.7%
COc1ccc(Oc2ncnc3c2oc2ccc(Br)cc23)cc1	-3.7%
O=S(=O)(c1ccc(F)cc1)N1CCC(N2CCCC2)CC1	8.8%
CC1CCN(S(=O)(=O)c2ccc(NC(=O)Cn3nnc(-c4ccccc4)n3)cc2)CC1	-6.1%
Cn1cccc1Cc1nnc(SCC(N)=O)n1-c1ccc(F)cc1	10.3%
Cc1ccc(NC(=O)CS(=O)CC(=O)Nc2ccc3c(c2)OCO3)cc1Cl (centres undefined)	-2.3%
CN1CCN(S(=O)(=O)c2ccc(Sc3nc4ccccc4[nH]3)c3nsnc23)CC1	-8.0%
Cc1c(C(=O)NCc2ccc3c(c2)OCO3)oc2ccc(S(=O)(=O)N3CCCC3)cc12	0.9%
Cc1nc2c(c(C)nn2-c2ccccc2)c(C)c1Cl	13.7%
COC(=O)c1ccc(OCC(O)CN(CCO)CCO)cc1 (centres undefined)	-3.4%
COc1ccccc1-c1cc(NCc2cccnc2)ncn1	9.0%
CCCCOc1ccccc1NC(=O)c1ccc(=O)[nH]c1	-3.2%
Cc1cc(C)nc(N2CCC(C(=O)Nc3ccc(Oc4ccccc4)cc3)CC2)n1	0.8%
CCCNc1nc2c(c(=O)n(C)c(=O)n2C)n1Cc1ccc(F)cc1	10.4%
Cn1cc(CCC(=O)N2CCC3(CC2)OCCO3)c2ccccc21	-1.2%
O=C(O)C1C2C=CC3(CN(C4CCCC4)C(=O)C13)O2 (centres undefined)	9.7%
COc1ncc2nc(-c3cc(F)cc(F)c3)c(=O)n(CCc3ccccc3)c2n1	0.6%
O=C(O)CCSc1nnc(-c2ccc3c(c2)OCO3)o1	10.8%
O=C(c1ccc(Cl)cc1)C1C2C(=O)N(c3ccccc3)C(=O)C2C2CCCN21 (centres undefined)	-2.5%
O=c1nc(-c2ccccc2)cn[nH]1	-2.7%
O=c1[nH]oc2c1CCNC2	0.5%
CCN=C1SC(CC(=O)Nc2ccccc2)C(=O)N1CC (centres undefined)	13.2%
Cc1cc(NC(=O)CSc2cn(CCNC(=O)c3ccc(F)cc3)c3ccccc23)no1	-2.9%
OC(C#Cc1ccccn1)c1cccs1 (centres undefined)	0.8%
O=C(O)CCCC(=O)Nc1nc(-c2ccccc2)cs1	8.7%
CCOC(=O)C1=C(C)NC2=C(C(=O)CC(C)(C)C2)C1c1cccc(C)n1 (centres undefined)	-5.6%
COc1ccc(NC(=O)C(CCS(C)(=O)=O)NC(C)=O)cc1 (centres undefined)	-1.0%
O=C1NCN(c2ccccc2)C12CCN(C[C@H]1COc3ccccc3O1)CC2	1.5%&-2.7%
CC1CCCN(C(=O)c2cc3c(-c4ccc(Cl)cc4)nn(C)c3s2)C1 (centres undefined)	12.8%
O=C(OCC(=O)N1CCN(C(=O)c2ccco2)CC1)c1sc2ccccc2c1Cl	-5.2%
COCCCNC(=O)CCc1nc(-c2ccccc2)no1	-0.9%
O=C(COc1ccccc1)Nn1cnc2ccccc21	1.9%
N#Cc1c(N)nc(SCc2ccccc2)c(C#N)c1-c1ccco1	-0.5%
C[C@H](N)[C@H](O)c1ccc(O)c(O)c1	1.9%[12.8 µM]
CCC1Oc2ccccc2N(CC(=O)NCCCN2CCCCC2C)C1=O (centres undefined)	-0.4%
Cn1c(=O)c2c(nc(CN3CCN(Cc4ccccc4)CC3)n2CCN2CCOCC2)n(C)c1=O	-0.9%
CCOc1ccc(NC(=O)c2nnn(CC(=O)Nc3ccccc3OC)c2N)cc1	4.9%
O=C1CCCC(O)=C1C=NCCc1ccccc1	7.8%
C=C(C)Cn1c(CCNC(=O)C(C)C)nc2ccccc21	-5.1%
CN(CCNC(=O)C1CCN(S(=O)(=O)c2cnc[nH]2)CC1)Cc1ccccc1	-5.8%
c1ccc2c(c1)ccc1cc3c(ccc4ccccc43)cc12	6.2%
Cc1cnc(C(=O)Nc2ccc(-n3cnnn3)cc2)cn1	5.3%
O=C(NCCC1=CCCCC1)C1CCN(S(=O)(=O)c2ccc(-n3cnnn3)cc2)CC1	-5.3%
O=C(CN1C(=O)CCS(=O)(=O)c2ccccc21)NCc1ccc(F)cc1	9.9%
Cc1ccc(S(=O)(=O)Nc2ccc(Br)cc2/C=N/n2cnnc2)cc1	-4.4%
CC1(C)CC(CC(=O)O)(c2ccccc2)CCO1 (centres undefined)	0.7%
CC1(C)CC(=O)C=C(Nc2ccccc2F)C1	2.5%
O=C(CCCCCNS(=O)(=O)c1ccc(Br)cc1)NCCN1CCOCC1	-1.3%
CCC(=O)N/C(N)=N/c1nc(C)c2cc(OC)ccc2n1	6.0%
COc1cccc(NC(=O)Cn2c(=O)oc3ccccc32)c1	-3.1%
COc1ccc(CC(NC(C)=O)C(=O)NC2CCN(c3nc(C)cc(C)c3C#N)CC2)c(OC)c1 (centres undefined)	-1.3%
COc1ccccc1CNC(=O)C(CCSC)NS(=O)(=O)c1ccc2c(c1)oc(=O)n2C (centres undefined)	10.5%
COCCn1nnnc1C(c1ccc(OC)cc1OC)N1CCN(c2ccccc2)CC1 (centres undefined)	10.4%
CCc1ccc2[nH]c(=O)c(C(c3nnnn3CCOC)N3CCN(c4ccccc4F)CC3)cc2c1 (centres undefined)	-2.1%

The list goes on.
SMILES	AmpC det inh
O=C(CN(Cc1ccc2c(c1)OCO2)C(=O)c1cnsn1)NC1CCCC1	-5.2%
O=C(CCC(=O)Nc1nnc(C2CCCCC2)s1)NCc1cccs1	-4.2%
O=C(O)c1ccccc1C(c1ccc(O)cc1)c1ccc(O)cc1	11.7%
CCCC(=O)N(C)c1nnc(-c2ccc(OC)cc2)s1	8.7%
CCOC(=O)N1CCN(C(=O)CCNS(=O)(=O)c2cc(Br)cnc2N)CC1	-1.8%
CCOC(=O)Cc1csc(NC(=O)CCNS(=O)(=O)c2ccc3c(c2)CCC(=O)N3)n1	-1.4%
N#CNC1=NCN(Cc2ccccc2)CN1	-5.9%
CC(OC(=O)C1CCN(S(=O)(=O)c2ccccc2)CC1)C(=O)Nc1ncc(Cl)cc1Cl (centres undefined)	1.3%
CCCCOC(=O)c1[nH]c2c(c1C)C(=O)CC(c1cc(OC)c(OC)c(OC)c1)C2 (centres undefined)	0.8%
CCCCCc1c(C)nc(SCC(=O)O)[nH]c1=O	-3.0%
COc1ccc2cc(CCNC(=O)CC(C)(C)C)c(=O)[nH]c2c1	9.0%
Cc1nc2ccccn2c1/C(O)=C1\C(=O)C(=O)N(CCN2CCOCC2)C1c1ccncc1 (centres undefined)	-0.7%

Some of these compounds in order of number of heavy atoms, falling:
SMILES	AmpC det inh
Cc1c(C(=O)NCc2ccc3c(c2)OCO3)oc2ccc(S(=O)(=O)N3CCCC3)cc12	0.9%
CN(CCNC(=O)C1CCN(S(=O)(=O)c2cnc[nH]2)CC1)Cc1ccccc1	-5.8%
CC(=O)Oc1ccc(C(c2ccc(OC(C)=O)cc2)c2ccccn2)cc1	11.7%
N#CNC1=NCN(Cc2ccccc2)CN1	-5.9%

Carrying on.
SMILES	AmpC det inh
Cc1nn(-c2ccccc2C(=O)O)c(=O)c2ccccc12	-1.7%
CCOC(=O)Cn1c(C(=O)OCC)cc2sccc21	18.1%
Cc1nc2ccc(S(=O)(=O)NC(C(=O)NCc3ccco3)C(C)C)cc2s1 (centres undefined)	14.4%
COC(=O)c1sc(S(=O)(=O)N2CCN(c3ccccc3)CC2)c(C(=O)OC)c1C	0.1%
COc1cccc2cc(-c3nnc(SCC(=O)Nc4nc(C)cs4)n3C)oc12	-5.7%
Cc1cc(NC(=O)COC(=O)c2ccc(S(=O)(=O)N3CCCc4ccccc43)cc2)no1	-4.8%
O=C(O)C(c1ccccc1)N1CCCC1 (centres undefined)	-1.6%
CC1CCN(CCNC(=O)CCS(=O)(=O)c2ccc(Br)cc2)CC1	-6.3%
CCOC(=O)c1ccc(NS(=O)(=O)c2ccc3[nH]c(=O)[nH]c3c2)cc1	-3.0%
Cc1ccc(-c2nc(CSCC(=O)N3CCN(c4ccccn4)CC3)c(C)o2)cc1	13.2%
CC1CCN(S(=O)(=O)c2ccc3ncn(CC(=O)N(C)Cc4ccccc4)c(=O)c3c2)CC1	-3.4%
Nc1nc2nonc2nc1N1CCCCC1	-1.7%
CCOC(=O)C(C(=O)Nc1nccs1)C1CCCCC1 (centres undefined)	-3.5%
COc1ccc(S(=O)(=O)NCC2CCC(C(=O)NCc3ccco3)CC2)cc1 (centres undefined)	-2.1%
O=C(CNC(=O)c1ccccc1)NCCc1nc2ccccc2[nH]1	-2.8%
Cc1cccc(N=C2NC(=O)CS2)c1	-0.7%
CCOC(=O)c1c(CN(CC)CC)oc2cc(Br)c(O)cc12	8.0%
CC(=O)Nc1ccc(S(=O)(=O)N2C3CCCC2CC(NC(=O)C2CCCCC2)C3)cc1 (centres undefined)	-5.5%
Nc1c(Br)cc(Br)c(N2CCCC2=O)c1Br	9.2%
COc1ccccc1CNC(=O)C1CCCN(S(C)(=O)=O)C1 (centres undefined)	-2.3%
CCCS(=O)(=O)c1c(S(=O)(=O)CCC)c2c(N)cccn2c1C(=O)c1ccc(F)cc1	18.7%
Cc1noc(C)c1S(=O)(=O)N1CCC(C(=O)N2CCN(C(=O)c3ccco3)CC2)CC1	-2.5%
CCOC(=O)c1c(NC(=O)c2cccs2)sc2c1CCN(C(=O)OCC)C2	-4.4%
CC(=O)NC(CCS(C)(=O)=O)C(=O)Nc1nc(C)cs1 (centres undefined)	1.1%
O=C(Nc1ccc(N2C(=O)C3C4C=CC(C4)C3C2=O)cc1)Nc1cccnc1 (centres undefined)	-2.8%
Cc1ccc2cc3cc(C(=O)N(C)C4CCCCC4)oc3nc2c1	-1.0%
O=C(O)c1ccccc1COc1ccccc1Cl	-2.9%
Cc1ccc(C(=O)CSc2nnc(-c3ccccc3)n2-c2ccccc2)o1	-3.7%
O=c1cnc2cncnc2n1Cc1ccccc1	-3.0%
O=C(O)c1ccc(-c2ccccc2Cl)o1	-4.3%
COCC(=O)N1CCC2(CC1)CN(Cc1cc(C(F)(F)F)cc(C(F)(F)F)c1)C2	-1.5%
COCc1nnc(NC(=O)c2ccco2)s1	-5.5%
CCOC(=O)C1CCN(c2c(NCCCN(CC)Cc3ccccc3)c(=O)c2=O)CC1	7.9%
Cc1nn(-c2ccccc2)c2sc(C(=O)OCN3C(=O)c4ccccc4C3=O)cc12	8.2%
CC(NC(=O)c1ccccc1NC(=O)c1ccco1)C(=O)O (centres undefined)	-3.0%
CCC1=NC(c2ccccc2Cl)N(O)C1(C)C (centres undefined)	-1.2%

Quoted at random: 2 records from the list.
SMILES	AmpC det inh
Cc1ccc(-c2nc(CSCC(=O)N3CCN(c4ccccn4)CC3)c(C)o2)cc1	13.2%
CCN=C1SC(CC(=O)Nc2ccccc2)C(=O)N1CC (centres undefined)	13.2%

Next compounds:
SMILES	AmpC det inh
CCN(CC)CC#CCOC(=O)[C@@](O)(c1ccccc1)C1CCCCC1	0.6%[12.8 µM]
Cc1cc(C)nc(NC(=O)c2c(-c3ccccc3Cl)noc2C)n1	-0.9%
CCCCCC(=O)Nc1cccc(-c2nc3ncccc3o2)c1	8.3%
COc1cccc(C2CC(c3cccc(Br)c3)n3nc(N)nc3N2)c1 (centres undefined)	9.5%
CCOc1ccc(OCC)c(NC(=O)C2CCCN(c3ncccn3)C2)c1 (centres undefined)	14.3%
Cc1cc(Nc2ncc(Cl)cc2Cl)n[nH]1	10.5%
CCN(CC)C(=O)c1sc2nc(-c3ccccn3)[nH]c(=O)c2c1C	-3.8%
CCOC(=O)Nc1cc(C)c(Cl)cc1OC	6.7%
Cn1cccc1C(C(=O)NC1CCCCC1)N(C(=O)Cc1cccs1)c1ccc2c(c1)OCCO2 (centres undefined)	13.3%
CCCCCC(=O)OC(CN1CCCCC1)CN1CCCC1=O (centres undefined)	-3.3%
CN(C)Cc1c(O)ccc2oc(Cc3ccccc3)cc12	-2.4%
CCOc1ccc(-n2c(SCC(=O)Nc3ccc(OC)cc3OC)nc3c(c2=O)SCC3)cc1	9.5%
O=C(c1ccccc1)N1CCn2c(nc3ccccc32)C1	-0.6%
CCCn1c(SCC(=O)Nc2ccccc2C(=O)OC)nc2c1c(=O)n(C)c(=O)n2C	2.6%

An excerpt; the hit share may differ from the screen's.
